# MEX-5 binding = C. elegans MEX-5 TCR-2 RNA binding activity; Q9XUB2; MEX-5/FITC-TCR2 RNA binding, fluorescence polarization; active compounds read low; activity score (negative = inhibition of binding), % at 10 µM; 0.38% of 300,000 active; AID 1832;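 active means inhibition past about -25% in most replicates, and total fluorescence under double the plate's negative control median, limit read from the data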;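 further: 0% = DMSO and -100% = 5 µM competing unlabeled TCR2 RNA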
# Target sequence (Q9XUB2 whole entry, looked up): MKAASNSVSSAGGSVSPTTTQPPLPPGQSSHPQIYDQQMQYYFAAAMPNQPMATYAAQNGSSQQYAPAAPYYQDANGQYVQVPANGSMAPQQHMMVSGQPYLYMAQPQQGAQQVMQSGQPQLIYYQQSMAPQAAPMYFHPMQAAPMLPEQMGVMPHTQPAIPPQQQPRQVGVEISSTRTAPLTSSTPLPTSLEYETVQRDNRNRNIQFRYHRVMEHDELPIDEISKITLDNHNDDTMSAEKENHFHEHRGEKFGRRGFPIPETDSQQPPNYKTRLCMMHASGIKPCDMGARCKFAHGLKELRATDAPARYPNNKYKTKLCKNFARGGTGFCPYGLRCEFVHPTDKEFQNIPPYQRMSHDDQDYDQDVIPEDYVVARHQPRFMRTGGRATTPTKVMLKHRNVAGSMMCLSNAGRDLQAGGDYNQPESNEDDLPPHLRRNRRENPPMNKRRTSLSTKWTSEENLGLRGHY
# Yeast superoxide = yeast age-related superoxide inhibition as caloric restriction mimetic; S. cerevisiae aged cells, superoxide DHE fluorescence; active compounds read low; superoxide response (% of plate mean), % at 10 µM; 0.18% of 330,000 active;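 active means superoxide response under a set limit, about three screen SD below normal, cut at about 65% in these data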;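 further: yeast aged for seven days with compound at 30 °C before DHE staining; 100% = average MFI of all compound-treated wells on the plate with controls excluded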
# CIT2-GFP yeast = alters CIT2-GFP fluorescence in TOR pathway yeast screen; S. cerevisiae CIT2-GFP strain, flow cytometry, 3 h; 100 means same as DMSO wells; GFP response vs DMSO, % at 10 µM; 0.065% of 320,000 active;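 active means GFP response relative to DMSO above a set limit, near the screen mean plus 3 SD, cut at about 150% in these data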;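 further: ratio of well median GFP fluorescence to mean of DMSO wells on the plate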
# Bcl-xL primary = inhibitors of human Bcl-xL; 0.7% of 320,000 active; AID 2129; inhibition, % at 10.9 µM; GST-Bcl-xL / FITC-Bim BH3 peptide fluorescence polarization;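 active means inhibition above the mean of all tested compounds plus 3 SD, cutoff set per campaign, cut at about 30% in these data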;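 further: 0% = DMSO wells and 100% = unlabeled Bim-BH3 peptide competitor; inhibitors lower millipolarization by displacing the labeled peptide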
# Target sequence (Q07817 whole entry, looked up): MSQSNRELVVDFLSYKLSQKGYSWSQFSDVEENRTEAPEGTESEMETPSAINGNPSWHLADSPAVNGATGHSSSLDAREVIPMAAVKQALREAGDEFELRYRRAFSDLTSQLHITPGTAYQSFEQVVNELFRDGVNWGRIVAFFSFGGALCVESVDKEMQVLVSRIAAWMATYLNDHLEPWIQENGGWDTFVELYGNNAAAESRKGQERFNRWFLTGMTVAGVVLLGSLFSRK
# MCL1 BIM primary = inhibitors of human MCL1 binding to BIM-BH3 peptide. Q07820. GST-MCL1 / FITC-Bim-BH3 fluorescence polarization. inhibition, % at 10.9 µM. 0.68% of 320,000 active;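 active means inhibition above the mean inhibition of all tested compounds plus 3 SD, set per campaign, cut at about 40% in these data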;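 further: 0% = DMSO wells and 100% = unlabeled Bim-BH3 peptide control; higher means more loss of mP so more displacement of Bim peptide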
# Target sequence (Q07820 whole entry, looked up): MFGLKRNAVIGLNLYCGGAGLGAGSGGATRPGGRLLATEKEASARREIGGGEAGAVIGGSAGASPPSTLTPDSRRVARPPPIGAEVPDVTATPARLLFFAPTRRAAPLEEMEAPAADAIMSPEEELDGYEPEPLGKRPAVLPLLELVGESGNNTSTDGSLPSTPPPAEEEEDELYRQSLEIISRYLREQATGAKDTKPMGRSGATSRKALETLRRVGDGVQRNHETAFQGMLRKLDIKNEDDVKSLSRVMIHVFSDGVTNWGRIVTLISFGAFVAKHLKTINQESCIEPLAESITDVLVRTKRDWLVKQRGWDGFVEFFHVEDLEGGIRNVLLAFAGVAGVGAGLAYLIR
# GRK2 inh = human GRK2 inhibition via aptamer displacement; P25098; bead flow cytometry, FAM-aptamer displacement from GRK2; inhibition of aptamer binding, % at 10 µM; 0.59% of 330,000 active;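 active means inhibition of aptamer binding above 40%, roughly 3 SD of noise, on plates passing a quality check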;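 further: median bead fluorescence of bound FAM aptamer so fluorescent compounds give negative values; no value below 0 was filed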
# GLD-1 TGE inh = GLD-1-TGE RNA interaction inhibition (C. elegans); Q17339; purified GLD-1 + fluorescein TGE RNA, fluorescence polarization; inhibition, % at 5.96 µM; 0.44% of 320,000 active; AID 2280;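 active means percent inhibition above a per-plate cutoff, the plate mean of test compounds plus 3 SD, cut at about 30% in these data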;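 further: 0% = DMSO wells with GLD-1 and probe and 100% = wells lacking GLD-1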
# VLA-4 inh = inhibition in a human VLA-4 binding assay; inhibition, % (about 7 µM as worked out from the volumes in the protocol); 0.2% of 330,000 active; P13612; AID 2557; VLA-4 expressing cells, ligand binding flow cytometry; in the data active means inhibition above about 50%
# AGP1-GFP MLPCN = alters AGP1-GFP fluorescence in TOR pathway yeast screen; S. cerevisiae AGP1-GFP multiplex flow cytometry, 3 h; GFP as percent of DMSO wells; GFP response vs DMSO, % at 10 µM; 0.02% of 320,000 active;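 active means GFP response relative to DMSO above a set limit, near screen average plus 3 SD, cut at about 150% in these data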;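 further: median GFP channel fluorescence of the gated AGP1 strain per well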
# Active calls of the source: *; nt = not tested or not shown.
# Second line of a record – MEX-5 binding	Yeast superoxide	CIT2-GFP yeast	Bcl-xL primary	MCL1 BIM primary	GRK2 inh	GLD-1 TGE inh	VLA-4 inh	AGP1-GFP MLPCN
CC[C@H](C)[C@@H](C(=O)NCCCCCCCCCCC(=O)N1CCNCC1)n1cc(CCCCCN)nn1
→ nt	98	99	3	-2	0	-10	9	101
Cc1cc(=O)oc2cc(OCC(=O)OC(C)C(=O)NC3CCCC3)ccc12 (centres undefined)
→ -1.4	88	97	-2	-4	0	9	5	100
O=C(Nc1ccccc1Br)C1CCCN1S(=O)(=O)c1cccc2nsnc12 (centres undefined)
→ -1.3	93	115	3	2	0	9	5	102
Cc1ccccc1OCC(=O)OCC(=O)c1ccc(OCc2ccccc2)cc1
→ 1.1	86	104	0	2	0	4	2	108
NC(=O)C1CCN(C(=O)CSc2nc(O)cc(=O)[nH]2)CC1
→ -2.9	102	102	6	2	3	4	-6	101
COc1ccc(N(CC(=O)NC2CCCCC2)C(=O)c2ccc(C)s2)c(OC)c1
→ 2.7	97	96	-3	-6	0	1	17	102
CS(=O)(=O)N1CCC(C(=O)NCc2ccco2)CC1
→ -0.9	100	100	1	6	0	4	-6	96
CCOC(=O)/C=C/C(=O)OCC(=O)Nc1ccc(OC)c(Cl)c1
→ 0.8	114	104	-1	1	1	0	0	100
COc1ccc(C(=O)N[C@H](C(=O)Nc2nc3c(s2)CCCC3)C(C)C)cc1
→ -1.0	96	107	4	2	0	2	13	106
O=C(Nc1nc2ccccc2[nH]1)C1CC1
→ 0.8	107	103	-3	-10	1	-3	3	114
COCCCNC(=O)C1=CCN(S(=O)(=O)c2ccc(OC)cc2)CC1
→ -3.3	92	107	-1	-4	1	1	12	108
CCCCNc1nnc(SCC(=O)c2c[nH]c3ccccc23)s1
→ -5.1	122	101	5	-1	24	4	-36	97
Cc1cc(C)nc(NC(=O)c2cc(-c3ccc(C)s3)nc3ccccc23)c1
→ 1.8	97	84	2	3	4	-2	-3	88
CCCCCCOC(=O)C(C#N)c1nc2ccccc2nc1N1CCCCC1 (centres undefined)
→ 0.0	108	73	4	-5	4	0	0	51
COc1ccc(CCNC(=O)CSc2ccccc2)cc1OC
→ -0.3	103	93	-1	-1	0	6	24	95
CC(=O)Nc1ccc2nc(NC(=O)CN3CCOCC3)sc2c1
→ -2.8	104	98	3	-10	0	6	8	99
CC1CCC(NC(=O)c2ccc(-n3cncn3)c([N+](=O)[O-])c2)CC1 (centres undefined)
→ -1.1	120	102	-5	-3	3	-2	-1	108
N#CC1=C(N)SC(N)=C(C#N)C1c1ccc([N+](=O)[O-])cc1
→ -1.2	104	101	-51	-147	3	-44	-10	109
Cc1cc(C)cc(NC(=O)NCc2nnc(SCc3ccccc3)n2C)c1
→ 0.9	128	106	0	2	0	-6	-5	99
CCN(CC)Cc1csc2ccc(Br)cc12
→ 2.6	94	126	-1	-1	0	2	1	31
COc1cc(NC(=O)CSc2nncn2C)cc(OC)c1OC
→ 0.5	96	87	-1	3	0	3	6	99
Cc1nc(Nc2ccccc2Br)c2nnn(Cc3ccccc3)c2n1
→ 0.7	96	95	2	8	2	7	11	93
CC(=O)Nc1ccc(S(=O)(=O)NCc2ccc(C(=O)NCCCN3CCC(C)CC3)cc2)cc1
→ -2.3	98	97	2	5	0	9	3	101
O=C(CCN1C(=O)/C(=C/c2ccccc2)SC1=S)Nc1ccccn1
→ 2.5	81	99	-4	2	2	-3	17	98
CCCNS(=O)(=O)c1cccc(C(=O)OCc2cc(=O)oc3cc(OC)ccc23)c1
→ -3.4	87	106	-6	-8	8	-2	27	103
COc1ccc(COc2cc(-c3cccc(OC)c3)nc3ccc(NC(=O)c4ccc(OC)cc4)cc23)cc1
→ 1.1	101	79	0	-2	0	-3	20	83
CNC(=S)Nc1ccc(C)c(NC(=S)NC)c1
→ -1.5	103	98	10	12	4	8	-5	102
CCOC(=O)[C@@H]1[C@H]2COc3ccccc3[C@@H]2N2C(=O)N(c3ccc(C(F)(F)F)cc3)C(=O)[C@@]12C
→ nt	93	86	nt	nt	0	8	18	98
COc1cccc(-c2cc(C(=O)N/N=C/c3ccc(OC)c(COC(C)=O)c3)c3ccccc3n2)c1
→ 0.2	85	104	4	-3	1	12	14	90
COc1ccccc1CCNC(=O)c1c(C)nn(CC(C)C)c1Cl
→ 0.8	91	94	3	7	0	0	-1	99
CN(CC(=O)Nc1cccc(F)c1)C(=O)CCN1C(=O)C2CC=CCC2C1=O (centres undefined)
→ nt	67	102	3	-1	1	1	-12	102
O=C(Cn1nc(C(F)(F)F)c2c1CCCC2)NCCN1CCOCC1
→ 0.0	100	102	1	1	1	2	5	102
O=C(NC1CCC(CC2CCC(NC(=O)C(Cl)Cl)CC2)CC1)C(Cl)Cl (centres undefined)
→ -0.5	106	110	8	2	0	1	7	107
CCN1CCC(n2nccc2NC(=O)c2ccccc2Cl)CC1
→ 2.3	98	101	6	8	0	-2	11	101
Oc1ccc(C[C@H]2CNC(=S)N2CCc2cc(C(F)(F)F)cc(C(F)(F)F)c2)cc1
→ -1.8	nt	nt	7	8	nt	10	nt	nt
CC(=O)Nc1cccc(C(=O)Nc2nc(C)cs2)c1
→ 2.0	109	102	2	-1	1	-1	-3	101
COCCCN1C(=O)C(=O)/C(=C(/O)c2ccc(S(=O)(=O)N3CCOCC3)cc2)C1c1ccc(OC)cc1 (centres undefined)
→ -0.5	75	106	4	-3	0	5	6	93
Cc1ccc(C)c(NC(=S)c2nc3ccccc3s2)c1
→ -0.1	102	97	-2	-6	0	8	34	103
O=C(COC(=O)COc1ccccc1Cc1ccccc1)Nc1cccnc1Cl
→ 1.9	107	101	2	2	0	2	-6	104
CCOc1ccc2nc(N/C(N)=N/C(=S)Nc3cccc(OC)c3)nc(C)c2c1
→ 2.7	87	103	2	5	0	5	21	102
O=C(CSc1nnc2ccccn12)c1ccccc1
→ -3.5	92	94	1	8	1	7	37	93
CC(NC(=O)C(=O)N/N=C/c1ccc(Cl)cc1)c1ccccc1 (centres undefined)
→ -1.8	122	92	2	4	1	-2	32	99
CC(C)Cc1ccc(CN2CCCC(NC(=O)CSc3nncn3C)C2)cc1 (centres undefined)
→ -0.7	108	118	1	1	0	6	7	104
N#Cc1c(-c2ccccc2)nc(N2CCCCCC2)[nH]c1=O
→ 2.2	98	102	5	6	0	3	-5	103
Cc1cc(=O)n(C(NC(=O)c2ccccc2)C(=O)c2ccccc2)cn1 (centres undefined)
→ 0.5	102	87	-7	-2	0	5	0	88
O=C(C[C@@H]1C/C=C\C[C@H](NC(=O)OCC2c3ccccc3-c3ccccc32)C(=O)OC[C@H]2CCCN2C1=O)N[C@H](CO)Cc1ccccc1
→ nt	105	112	nt	nt	3	0	35	104
O=C(N/N=C/c1cc2c(cc1[N+](=O)[O-])OCO2)c1ccccn1
→ -3.7	101	90	9	5	0	6	-4	97
Cc1ccccc1C(=O)NC1CCN(C(=O)Nc2ccccc2Cl)CC1
→ 0.2	99	101	1	4	0	8	3	97
CCCCCCC1(C)NC(=O)N(C(C)C(=O)Nc2ccc(N3CCOCC3)cc2)C1=O (centres undefined)
→ nt	116	105	5	9	3	-1	-5	111
CN(Cc1ccccc1)C(=O)c1cccc(NC(=O)c2ccco2)c1
→ 4.1	92	113	1	13	4	0	0	99
Cc1cc(-c2ccccc2)nc2oc3c(c12)NC(=O)CN(c1ccccc1)C3=O
→ 1.5	108	95	5	6	0	-7	-2	103
COCCNC(=O)C(c1ccc(C)o1)N(C(=O)Cn1nnc2ccccc21)c1ccccc1 (centres undefined)
→ 0.6	108	99	5	8	0	3	17	96
Cc1nnc(SCC(=O)NC2CCCc3c2cnn3-c2ccc(F)cc2F)o1 (centres undefined)
→ 3.2	97	102	-5	-8	0	-1	11	99
O=C(c1ccc(COc2c(F)c(F)c(F)c(F)c2F)o1)N1CCN(Cc2ccc3c(c2)OCO3)CC1
→ -0.6	87	103	9	0	1	4	-2	104
CCOc1ccc(S(=O)(=O)N(CC(=O)NCc2ccncc2)c2ccc(C)cc2)cc1
→ 2.7	104	99	6	7	3	-2	8	105
Cc1ccc(NS(=O)(=O)c2cc(C(=O)N(C)C3CCN(C)CC3)ccc2Cl)cc1Cl
→ nt	106	94	nt	nt	0	6	5	94
O=C(CNc1ccccc1)NN=C1CCCC1
→ 2.8	102	98	-2	9	1	-4	-2	98
CCn1c(COc2ccc(C)cc2)nnc1SCc1nc2ccccc2[nH]1
→ 0.4	98	96	-10	-2	0	4	5	101
CCOc1ccc(/C=N/N2C(C)CCCC2C)cc1 (centres undefined)
→ 0.9	95	111	0	-2	0	3	-9	106
COc1ccc(OC)c(/C=N/NC(=O)CNC(=O)c2ccc(S(=O)(=O)N3CCCC3)cc2)c1
→ 2.1	83	94	0	-1	1	7	8	95

# More entries
# Second line of a record – MEX-5 binding	Yeast superoxide	CIT2-GFP yeast	Bcl-xL primary	MCL1 BIM primary	GRK2 inh	GLD-1 TGE inh	VLA-4 inh	AGP1-GFP MLPCN
CCC(C)c1ccccc1OCCCCN1CCCC1 (centres undefined)
→ 0.8	94	92	6	2	0	0	-5	101
O=C(CSc1nnnn1C1CC2CCC1C2)Nc1ccnc2ccccc12 (centres undefined)
→ nt	95	94	2	-5	9	-4	4	103
O=C(CCC(=O)N1CCSc2ccccc21)NCc1cccc(Br)c1
→ 1.5	94	102	0	3	4	9	35	104
COc1ccc(C(=O)NCCCNC(=O)c2ccco2)cc1OC
→ 3.3	88	109	3	3	4	5	3	103
CC(=O)Nc1ccc(CN2CCN(CCc3ccccc3)C(CCO)C2)cc1 (centres undefined)
→ 1.7	107	103	2	5	0	7	12	102
CCN(CC)CCN(Cc1cc2cc(C)ccc2[nH]c1=O)C(=S)NCc1ccco1
→ 2.6	105	93	0	7	0	3	6	96
O=C(/C=C/c1cccs1)Nc1ccc(Br)cn1
→ -6.0	103	102	3	11	0	1	18	99
O=C(N=Nc1c(O)n(Cc2ccccc2)c2ccccc12)c1cc2ccccc2cc1O
→ 0.8	106	91	10	24	0	2	-6	93
COc1ccc(N(C)C(=O)C2CCCN2S(=O)(=O)c2cccc3nsnc23)c(OC)c1 (centres undefined)
→ -0.6	87	108	3	1	0	2	0	101
O=C(/C=C/c1ccncc1)c1ccc(NC(=O)c2ccccc2F)cc1
→ nt	103	106	-16	-24	0	7	21	97
COc1ccc(Cn2nnnc2C(c2cc3cc(C)cc(C)c3[nH]c2=O)N2CCOCC2)cc1 (centres undefined)
→ 0.1	116	96	4	2	4	2	2	nt
CCCCn1c(N)c(N(CCC(C)C)C(=O)c2ccc3c(c2)OCCO3)c(=O)[nH]c1=O
→ 1.3	111	95	-3	-7	3	-1	-6	109
Cc1ccc(NC(=O)CSc2nnc(-c3ccncc3)n2N)cc1C
→ -3.4	98	97	0	-2	2	1	30	106
COc1ccc(C(=O)N2CCC(C(=O)Nc3ccc(OC)c(OC)c3)CC2)cc1
→ 2.3	110	107	5	0	1	-1	6	107
CC(=O)N1CCN(C(=O)c2ccc(-c3ccccc3Cl)o2)CC1
→ nt	145	98	0	-4	0	4	-7	91
O=C(NCCOc1ccccc1)c1n[nH]c(=O)c2ccccc12
→ 0.9	100	97	-3	-6	0	-9	7	102
Cc1nc2ccccc2c(=O)n1/N=C/c1cccs1
→ 2.1	93	86	1	2	0	1	-1	88
